Screens from PubChem.
S1P4 antagonist: human S1P4 receptor antagonism; hit rate 0.26% among 220,000; inhibition, % at 4.98 µM; S1P4-expressing cells, antagonist mode, reporter read-out; in the data active = inhibition above about 29%;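 note: 0% = wells stimulated with agonist and 100% = vehicle wells without agonist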
Mdm2 ligase inh: Mdm2 E3 ligase (human) inhibition. Q00987. cell-based MDM2 ubiquitination luciferase reporter, 2 h; 0 = plate control, 100 = twice control, blank-subtracted. hit rate 0.11% among 210,000. signal enhancement, % at 5 µM;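 active = signal enhancement of 30% or more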;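 note: luminescence tracks abundance of the self-degrading MDM2-luciferase fusion protein; higher signal means inhibition of MDM2 E3 ligase activity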
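Assay system: stable mammalian line carrying autodegrading MDM2–luciferase fusion reporter; Input: 2000 cells in each well; Compound dosing: single-point 5 µM; Schedule: 2 h compound exposure at 37 °C; Signal: SteadyLite luciferase luminescence after 15 min room-temperature reagent incubation; Evaluation: % luminescence enhancement versus blank-corrected plate control mean; Benchmarks: plate controls and plate blanks.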
eIF4E-4G inh: blocks eIF4E binding to eIF4G. hit rate 0.37% among 220,000. inhibition, % at 21.7 µM. TR-FRET eIF4E-eIF4GI(517-606) binding, 2 h. P63073+Q04637;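 active = inhibition above about 30%, limit read from the data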;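 note: 0% = full FRET control wells and 100% = background wells lacking eIF4GI fragment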
NPY-Y2 PAM-ag: potentiates or activates human NPY-Y2 receptor | cells expressing NPY-Y2, potentiator/agonist read-out | activation, % at 3.6 µM | hit rate 0.45% among 220,000 | AID 1359; in the data active = activation above about 27%;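 note: cells stimulated with NPY near EC25 plus isoproterenol at EC100; 0% = vehicle plus submaximal agonist and 100% = vehicle plus saturating agonist; some results beyond the cut were filed as inactive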
Ba/F3 V617F tox: reduce viability of Ba/F3 cells dependent on JAK2V617F; Ba/F3 EpoR-JAK2V617F viability, ATP luminescence; inhibition, % at 5.6 µM; hit rate 1.1% among 220,000; AID 1446;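 active = inhibition above the campaign mean plus 3 SD over all tested compounds, cut at about 24% in these data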;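 note: cytokine-independent growth of Ba/F3 cells driven by EpoR plus mutant JAK2; 0% = DMSO-treated cells and 100% = JAK inhibitor I control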
S1P4 ag: human S1P4 receptor agonism; O95977; S1P4-expressing cell line, agonist reporter assay; activation, % at 4.98 µM; hit rate 0.35% among 220,000; AID 1509; in the data active = activation above about 11%;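 note: 0% = DMSO vehicle and 100% = reference agonist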
PERK inh: inhibitors of human PERK kinase | CHO PERK-DD fusion, SEAP luminescence translation reporter | Q9NZJ5 | hit rate 0.17% among 220,000 | inhibition, % at 5.6 µM;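 active = inhibition above the mean inhibition of all tested compounds plus 3 SD, set separately per screening campaign, cut at about 2.9% in these data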;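 note: PERK kinase domain activated by AP20187 dimerizer at 100 nM; 0% = DMSO with dimerizer and 100% = rapamycin at 8.4 µM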
Target sequence (Q9NZJ5 whole entry, looked up, the tested form may be a part): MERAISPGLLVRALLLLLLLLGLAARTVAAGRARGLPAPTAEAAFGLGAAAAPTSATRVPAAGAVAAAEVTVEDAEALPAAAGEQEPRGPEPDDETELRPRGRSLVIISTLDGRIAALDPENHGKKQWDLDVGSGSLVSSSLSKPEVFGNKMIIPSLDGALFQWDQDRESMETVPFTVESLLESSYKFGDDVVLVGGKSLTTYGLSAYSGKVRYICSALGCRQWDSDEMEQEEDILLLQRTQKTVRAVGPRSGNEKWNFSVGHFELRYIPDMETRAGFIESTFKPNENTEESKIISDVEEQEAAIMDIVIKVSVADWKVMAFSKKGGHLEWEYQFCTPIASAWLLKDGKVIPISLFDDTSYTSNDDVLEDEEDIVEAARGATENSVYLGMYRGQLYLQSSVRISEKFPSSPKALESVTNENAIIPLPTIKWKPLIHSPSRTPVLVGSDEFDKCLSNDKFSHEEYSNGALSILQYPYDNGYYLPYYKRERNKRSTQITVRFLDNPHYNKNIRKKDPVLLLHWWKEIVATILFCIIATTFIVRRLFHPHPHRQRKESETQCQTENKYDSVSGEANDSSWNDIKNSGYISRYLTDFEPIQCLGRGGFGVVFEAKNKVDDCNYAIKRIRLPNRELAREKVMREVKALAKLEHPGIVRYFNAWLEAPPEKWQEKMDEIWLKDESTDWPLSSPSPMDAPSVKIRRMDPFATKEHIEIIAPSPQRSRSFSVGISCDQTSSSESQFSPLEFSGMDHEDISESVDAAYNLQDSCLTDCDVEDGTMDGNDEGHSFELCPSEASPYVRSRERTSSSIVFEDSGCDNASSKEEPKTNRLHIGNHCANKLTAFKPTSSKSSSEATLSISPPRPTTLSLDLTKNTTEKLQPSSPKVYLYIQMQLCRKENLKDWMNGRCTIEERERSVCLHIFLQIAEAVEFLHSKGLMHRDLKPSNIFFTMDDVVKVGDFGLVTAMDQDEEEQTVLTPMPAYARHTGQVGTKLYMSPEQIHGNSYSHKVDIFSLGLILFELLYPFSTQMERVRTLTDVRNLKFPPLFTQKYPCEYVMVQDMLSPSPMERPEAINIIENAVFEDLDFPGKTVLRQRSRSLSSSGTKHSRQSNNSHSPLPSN
Wee1 degr inh: blocks degradation of human Wee1 kinase | P30291 | HeLa Luc-Wee1K328M stability, luciferase luminescence; 100% = proteasome inhibitor MG132 effect | reporter increase, % at 5 µM | hit rate 1.2% among 220,000;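 active = activation above the mean of all tested compounds plus 3 SD, set per screening run, cut at about 8.8% in these data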;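 note: cells exposed to compound for 20 h before luminescence read; 0% = DMSO alone and 100% = MG132 at 30 µM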
BaF3 parental: reduces parental Ba/F3 cell viability, JAK2V617F counter-screen; CellTiter-Glo ATP luminescence; inhibition, % at 5.6 µM; hit rate 1.1% among 220,000;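 active = inhibition above a per-campaign cutoff, the mean inhibition of all tested compounds plus 3 SD, cut at about 27% in these data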;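 note: 0% = DMSO wells and 100% = JAK Inhibitor I control wells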
* marks the source's active call; other numbers are inactive results; nt = no result given; [ ] = remark or other dose.

SMILES | S1P4 antagonist | Mdm2 ligase inh | eIF4E-4G inh | NPY-Y2 PAM-ag | Ba/F3 V617F tox | S1P4 ag | PERK inh | Wee1 degr inh | BaF3 parental
O=[N+]([O-])c1ccc(N2CCN(S(=O)(=O)c3ccc(Cl)c(Cl)c3)CC2)cc1NCCN1CCOCC1 | -3.3 | 18.8 | 0.8[fluorescence artefact?] | -15.9 | -0.4 | 2.4 | 1.0 | 3.2 | 5.3
COCCN1CCN(Cc2cn(C)nc2-c2cccc(Cl)c2)CC1 | 3.1 | -2.3 | 1.8 | -1.1 | -4.2 | 2.1 | -0.3 | 1.1 | 1.7
CSc1ccc(Cc2ccc(Cl)cc2Cl)nn1 | -6.8 | -4.2 | 7.0 | -24.3 | 4.6 | 0.2 | 0.3 | -1.2 | 4.0
CC(C)NS(=O)(=O)c1ccc(OCC(=O)N(C)Cc2ccccc2)cc1 | -22.6 | -1.0 | -0.9 | 7.3 | -1.2 | -1.4 | 0.0 | -1.5 | 4.7
O=C(c1ccccc1)c1ccc(OC(=O)N2CCCC2)cc1 | -16.4 | 0.5 | 0.2 | -11.0 | 2.1 | 1.0 | -0.9 | 7.0 | 2.3
CCOC(=O)C1(CCCc2ccccc2)CCN(Cc2cnn(C)c2)CC1 | -3.6 | -14.5 | 1.0 | -7.7 | -0.2 | 1.1 | -0.1 | 5.2 | -0.5
COc1ccc(N2CCN(C(=O)CNC(=O)c3ccc(C(C)(C)C)cc3)CC2)cc1 | -1.7 | -18.8 | -3.2[fluorescence artefact?] | 10.1 | 0.6 | 3.1 | -1.0 | 1.5 | 4.8
O=C(c1cccc(F)c1)N1CCN(S(=O)(=O)c2ccc(C(F)(F)F)cc2)CC1 | 0.5 | -2.8 | -0.4 | 13.4 | -1.1 | 0.8 | 0.6 | -0.3 | 0.8
COC(=O)/C(=C/c1cn(C)c2ccccc12)[N+](=O)[O-] | -5.1 | -5.2 | -4.2 | 2.4 | 0.3 | -0.8 | 1.1 | -1.6 | 7.2
O=C(O)C1CCCN(S(=O)(=O)c2ccc3c(c2)OCCO3)C1 (centres undefined) | -11.0 | 0.1 | -1.4 | 11.3 | 1.3 | -0.1 | 0.1 | 4.3 | 7.3
COc1ccc(NC(=O)C2CCCN(S(=O)(=O)c3cccc4nonc34)C2)cc1OC (centres undefined) | -7.4 | -8.0 | 1.2 | 4.1 | -2.5 | 0.5 | 0.5 | 2.9 | 0.2
COc1ccc(CCN(Cc2cc3cccc(C)c3[nH]c2=O)C(=O)NC2CCCCC2)cc1OC | -4.3 | -40.0 | -0.9 | -0.4 | 4.2 | 3.5 | -2.7 | -0.6 | 10.4
Cc1csc2ncnc(N3CCN(C(=O)Nc4ccc(OC(F)(F)F)cc4)CC3)c12 | -1.1 | -16.0 | 2.2 | 19.2 | 2.5 | 0.8 | -1.8 | 5.0 | 0.7
CCC(Oc1ccccc1)C(=O)N(Cc1ccccc1)c1ccccn1 (centres undefined) | 2.7 | -6.4 | 2.6 | -8.9 | -3.7 | 0.1 | -0.2 | 0.5 | 1.2
Cn1ncc2nnn(-c3ccccc3)c(=O)c21 | -4.7 | -3.0 | 5.8 | 6.8 | -0.6 | 3.9 | 1.2 | 3.1 | -2.9
Cc1ncoc1C(=O)NCc1ccccc1Cl | -11.9 | -4.4 | 1.5 | 6.4 | 0.0 | 1.0 | 2.3 | -1.1 | 0.5
O=C(Nc1nc(-c2ccccc2)cs1)C1CCCN(S(=O)(=O)c2ccccc2)C1 (centres undefined) | 14.9 | 2.1 | -5.4 | 3.5 | -0.7 | 0.6 | -1.2 | -1.4 | 2.9
CCCn1c(SCC(=O)N(CC)CC)nnc1-c1ccncc1 | -46.9 | -6.0 | 4.7 | -6.8 | -5.4 | -0.8 | 2.6 | -0.7 | -1.7
COCCNC(=S)N1CCCC(CO)C1 (centres undefined) | -11.6 | 6.4 | -1.9 | -6.3 | -1.1 | 3.6 | -0.1 | -0.6 | 3.8
O=Cc1cccn1-c1cccc([N+](=O)[O-])c1 | -21.2 | -13.8 | -3.8 | -4.9 | -2.6 | 2.6 | 0.7 | 1.9 | 2.4
O=C(COc1cc(Cl)c(Cl)cc1Cl)NCCN1CCOCC1 | -39.1 | -6.7 | 2.3 | -1.1 | -3.7 | 1.4 | 0.1 | 0.9 | 1.5
CCCCC(NC(=O)c1cccc(Br)c1)C(=O)O (centres undefined) | 1.6 | 17.0 | 3.9 | -16.2 | 2.0 | -0.6 | 0.5 | 2.9 | 0.6
c1cncc(-c2nnc3n2C2(CCCCC2)Cc2ccccc2-3)c1 | -8.9 | -13.4 | -7.0 | 0.5 | 0.4 | 0.7 | -0.6 | -3.5 | 1.8
Cc1cc(C)n(-c2ccc(C(=O)OCC(=O)c3ccc(Br)s3)cc2)n1 | -23.8 | -14.9 | -6.0 | 8.6 | -0.3 | 0.0 | 1.6 | -1.7 | 5.3
CC(=O)NC(c1ccccc1)c1nc2ccccc2[nH]1 (centres undefined) | -8.9 | -4.7 | 1.6 | 22.5 | -2.2 | -0.1 | 1.1 | -1.4 | -1.0
O=C(CSc1nnc2c(n1)[nH]c1ccc(F)cc12)OCc1ccccc1 | -5.4 | -10.7 | 0.3 | -7.1 | 6.3 | -1.9 | -0.4 | -3.9 | 3.2
OC1CCCN(c2ncnc3c2nnn3Cc2c(F)cccc2Cl)C1 (centres undefined) | -5.1 | -3.6 | 1.8 | 5.7 | -3.6 | 0.5 | 0.3 | 1.2 | 0.5
Cc1ccc(C2C(C#N)=C(N)SC(N)=C2C#N)cc1 | -13.3 | -12.5 | -10.9 | -3.8 | -1.0 | 0.7 | -1.3 | -2.3 | 1.9
CC(=O)c1cc(CC(=O)N2CCc3c([nH]c4ccccc34)C2c2ccccn2)cs1 (centres undefined) | 8.6 | -7.8 | -0.8 | 1.9 | -1.1 | 1.2 | -0.4 | -0.8 | 3.3
Cc1ccsc1/C=N/NC(=O)CNC(=O)c1ccc(S(=O)(=O)N2CCOCC2)cc1 | -0.1 | -5.4 | -3.1 | -4.6 | 4.1 | 0.1 | 0.6 | 4.2 | 3.5
COCc1[nH][nH]c(=O)c1C=NCC(=O)OC | 3.8 | 3.5 | -4.6 | -10.3 | -1.3 | 1.9 | 1.0 | -2.0 | 4.8
COc1ccc(NC(=O)OCC(C)C)cc1OC | -18.9 | -1.2 | -0.1 | 7.4 | -1.8 | 1.6 | 0.3 | 0.8 | 5.7
Cc1cccc(Nc2nc(CC(=O)O)cs2)c1 | -2.7 | -7.9 | 1.9 | 15.0 | -2.1 | -1.1 | 0.6 | 2.8 | 0.2
COc1ccc(NC(=S)NC(NC(C)=O)C(Cl)(Cl)Cl)c([N+](=O)[O-])c1 (centres undefined) | -17.5 | -18.3 | -5.0 | 14.1 | -1.2 | -0.9 | 1.1 | 1.4 | 1.4
Cc1ccc(-c2cc3nc(-c4ccccc4)cc(N)n3n2)cc1 | 1.0 | -21.3 | -2.0 | -5.6 | 1.4 | 0.1 | 1.0 | 0.7 | -1.1
CCN(CC)N=Nc1ccc(S(=O)(=O)N2CCSC2C(=O)O)cc1 (centres undefined) | -5.2 | -5.1 | 0.6 | -1.4 | 1.8 | 0.2 | -0.6 | 2.2 | -0.6
CCOC(=O)COc1ccc2c(=O)c(-c3ccccc3OC)coc2c1 | -23.9 | 7.6 | 0.7 | 0.7 | 2.3 | -0.2 | -0.4 | -2.5 | 7.8
CCCCS/C(N)=N/N=C/c1ccccc1O | 18.2 | -17.8 | 7.2[fluorescence artefact?] | -10.6 | 2.0 | -0.7 | 0.1 | 0.8 | 2.7
CC(C)c1cc(Br)ccc1OCCN1C(=O)NC(C)(C)C1=O | 5.2 | nt | -0.9 | -5.2 | 7.3 | -0.8 | 0.1 | 1.7 | 10.8
O=C1C(=O)N(CCCn2ccnc2)C(c2cccnc2)/C1=C(/O)c1ccccc1 (centres undefined) | -9.4 | nt | nt | 1.5 | -1.8 | 1.6 | 1.1 | 1.7 | 0.2
Cc1[nH]n(-c2ncc(-c3ccccc3)s2)c(=O)c1C(c1ccc(Br)cc1)C(C#N)C#N (centres undefined) | -18.0 | -4.2 | 5.0 | 19.6 | -1.5 | 1.7 | 0.9 | -0.9 | 3.6
O=C(C1=C(O)C(=O)N(CCc2ccccc2)C1c1ccncc1)c1cc2ccccc2o1 (centres undefined) | -2.6 | -8.6 | 3.2 | -3.3 | 1.4 | 0.7 | -0.3 | 1.3 | 5.1
COc1ccc(CCNC(=O)c2c[nH]c3ccccc3c2=O)cc1OC | -15.5 | -0.4 | 2.5[fluorescence artefact?] | -5.9 | 3.0 | -0.4 | -0.6 | -0.8 | 0.5
CCN1CCN(S(=O)(=O)c2ccc(S(=O)(=O)NCC3CCCO3)cc2)CC1 (centres undefined) | -7.2 | -21.4 | -0.2 | 8.6 | -2.8 | 0.3 | 0.2 | 2.2 | 7.3
O=C(/C=C(\O)c1ccc(Cl)cc1)C(=O)NNC(=O)C(O)(c1ccccc1)c1ccccc1 | -1.9 | 0.7 | 9.1 | -19.4 | 2.0 | 0.2 | -0.2 | -1.8 | 2.3
CC1CCCN(CCC(=O)Nc2ccc(Br)cc2)C1 (centres undefined) | -25.3 | nt | -0.8 | -6.6 | 6.4 | 0.4 | -0.9 | -0.5 | 9.5
Cc1cccc(NC(=O)CC2C(=O)NCCN2C(=S)Nc2ccccc2)c1 (centres undefined) | -16.0 | -0.9 | -9.2 | 12.5 | 1.6 | 1.2 | 1.1 | 2.0 | 5.4
CCOC(=O)C(=CNc1ccc(C(F)(F)F)cc1)C(=O)OCC | 19.9 | -9.1 | -3.8 | -7.3 | 0.9 | -0.8 | 0.9 | -3.5 | -7.1
COC(=O)Nc1ncc(CN2C(=O)c3ccccc3C2=O)s1 | -27.4 | -1.9 | 0.0 | -11.7 | -0.3 | 0.0 | -0.7 | 1.3 | 1.5
COc1ccc(C(=O)NCCCN2CCOCC2)cc1S(=O)(=O)N1CCCc2ccccc21 | -7.5 | -11.3 | -2.0 | -10.1 | 2.8 | 3.6 | -1.2 | -3.3 | 3.1
COC(=O)c1ccc(CSc2nnc(C)s2)cc1 | -8.4 | -19.7 | nt | -16.2 | -5.0 | 1.6 | 0.2 | 3.8 | -3.7
CC12CN3CC(C)(CN(C1)C3c1ccc(Br)cc1O)C2 (centres undefined) | -7.7 | -6.2 | -1.3 | -1.8 | 0.7 | 0.2 | 0.8 | 3.3 | 10.3
COCCNc1nc2nonc2nc1N(C)Cc1ccc(C)cc1 | -8.1 | -25.5 | 1.6 | -12.3 | -2.2 | 1.7 | 1.0 | -1.9 | 3.1
O=c1[nH][nH]c2c(N=Cc3ccccc3O)ccc(F)c12 | 6.3 | -8.7 | 30.3 | -3.5 | -0.6 | 0.1 | 0.7 | 3.6 | 4.1
